Screening data deposited in PubChem BioAssay by Sanford-Burnham Center for Chemical Genomics.
LMPTP inh – blocks human LMPTP phosphatase; P24666; recombinant LMPTP-A, OMFP fluorogenic substrate, fluorescence intensity; inhibition, % at 20 µM; 360,000 tested, 0.22% active; AID 651560;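 active = compounds that cut the enzyme signal by at least half of the control window in the single-dose screen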;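 note: plate controls were DMSO wells with enzyme plus substrate for no effect and substrate without enzyme for full effect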
Target sequence (P24666 whole entry, looked up): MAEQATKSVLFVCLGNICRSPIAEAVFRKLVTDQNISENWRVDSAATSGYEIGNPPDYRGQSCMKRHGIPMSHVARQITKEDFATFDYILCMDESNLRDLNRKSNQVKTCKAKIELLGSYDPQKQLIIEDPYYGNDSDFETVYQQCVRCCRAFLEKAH
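Test system – LMPTP-A enzyme · Amount – LMPTP-A at 0.625 nM final in the reaction · Buffer or medium – Bis-Tris pH 6.0, DTT, detergent · Reagent – OMFP 400 µM · Doses – single 20 µM dose · Schedule – reaction 50 min, room temperature, dark · Detection – fluorescence intensity of OMFP turnover product · Evaluation – percent inhibition versus substrate-only and uninhibited controls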
Scp-1 inhibitor – Scp-1 (human) phosphatase inhibition; Recombinant Scp1, phosphopeptide, malachite green phosphate absorbance; inhibition, % at 20 µM; 340,000 tested, 0.88% active;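 active = inhibition above about 50% at 20 µM, limit read from the data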;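 note: plate controls were DMSO wells with enzyme for no effect and wells lacking enzyme for full effect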
Target sequence (Q9GZU7 76-261 limits assumed): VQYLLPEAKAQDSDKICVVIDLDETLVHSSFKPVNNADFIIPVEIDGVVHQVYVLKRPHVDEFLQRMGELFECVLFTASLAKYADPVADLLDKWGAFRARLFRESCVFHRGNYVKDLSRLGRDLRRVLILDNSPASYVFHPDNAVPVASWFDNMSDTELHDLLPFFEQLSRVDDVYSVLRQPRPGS
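Incubation: 45 min enzyme reaction at room temperature / System: truncated SCP-1 phosphatase (76-261aa) / Reagent: Phospho 17-mer peptide substrate / Buffer or medium: Acidic Tris acetate buffer with magnesium and detergent / Signal: absorbance at 630 nm / Doses: one concentration, 20 µM, with 1.0% DMSO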
Rpn11 inh – blocks the human proteasome subunit Rpn11 | human 26S proteasome, Ub4-pepOG fluorescence polarization; 20S core pre-blocked with epoxomicin | calls only at 20 µM | 360,000 tested, 0.59% active | AID 588493;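 active = inhibition at 20 µM, scaled to each plate's controls, above about 33%, limit read from the data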
Target sequence (O00487 whole entry, looked up): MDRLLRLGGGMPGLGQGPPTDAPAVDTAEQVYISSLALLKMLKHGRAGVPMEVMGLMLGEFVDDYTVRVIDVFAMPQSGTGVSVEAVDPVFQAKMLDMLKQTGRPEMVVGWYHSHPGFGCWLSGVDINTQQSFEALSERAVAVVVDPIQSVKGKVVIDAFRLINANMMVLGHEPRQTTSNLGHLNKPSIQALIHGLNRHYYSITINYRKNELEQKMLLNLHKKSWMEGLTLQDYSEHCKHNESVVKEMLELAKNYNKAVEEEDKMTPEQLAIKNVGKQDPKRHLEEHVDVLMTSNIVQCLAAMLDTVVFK
DNMT1 inh – DNMT1 (human) enzyme inhibition | P26358 | AID 588458 | DNMT1 molecular beacon, Hinp1I cleavage, fluorescence | 360,000 tested, 0.83% active | inhibition (reported as % activation of signal), % at 10 µM; in the data active = inhibition above about 50%
NadD block – inhibitors of Staphylococcus aureus NadD; purified NadD enzyme, colorimetric absorbance read-out; inhibition, % at 20 µM; 360,000 tested, 0.78% active; in the data active = inhibition above about 26%; note: some compounds past the cut are filed as inactive
MT1-MMP act inh – inhibitors of human MT1-MMP activation; HT1080 RFP-PRO-GFP cells, GFP/RFP ratio fluorescence, overnight; percent of plate control window, DMSO zero; GFP/RFP ratio change, % at 20 µM; 360,000 tested, 0.061% active; AID 651647;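 active = GFP/RFP ratio change of at least 30% with cell ATP level not reduced by more than half and red fluorescence within 50% of control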; note: strong numbers were not always called active
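Assay system: HT1080 cells carrying an RFP-PRO-GFP reporter | Dosing: Single dose of 20 µM compound, 1% DMSO final | Incubation: Cells overnight before dosing, compound overnight, 37 °C, 5% CO2 | Evaluation: GFP/RFP fluorescence ratio | Control set: DMSO and RFP-L50D-GFP cell wells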
SKN-1 inh – inhibitors of C. elegans SKN-1 | C. elegans VP596 Pgst-4::GFP/RFP ratio, acrylamide-induced, 24 h | inhibition, % at 21.8 µM | 360,000 tested, 0.49% active;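 active = interference check ratio from 0.5 to 1.5 plus GFP to RFP signal ratio inhibition reaching or exceeding a fixed threshold, cut at about 30% in these data, passing the limit was not always enough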; note: some compounds called inactive have numbers as strong as hits
CendR NRP1 mod – modulators of CendR peptide binding to human neuropilin-1 | O14786 | FAM-RPARPAR peptide binding to NRP-1, fluorescence polarization | inhibition, % at 25 µM | 360,000 tested, 0.85% active;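 active = inhibition or corrected inhibition above about 18%, plus a signal ratio from 0.5 to 1.5, limit read from the data, passing the limit was not always enough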; note: strong numbers were not always called active
SUMO1-SIM PPI – SUMO1-SIM interaction modulation | SUMO1 binding to a labelled peptide, TR-FRET, 1 h | inhibition, % at 20 µM | 360,000 tested, 0.33% active; in the data active = inhibition above about 37%
Target sequence (P63165 whole entry, looked up): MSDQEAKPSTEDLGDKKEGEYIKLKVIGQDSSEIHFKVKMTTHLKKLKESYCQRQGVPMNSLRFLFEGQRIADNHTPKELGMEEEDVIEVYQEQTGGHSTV
STEP inh – STEP (human) phosphatase inhibition; inhibition, % at 20 µM; AID 588621; recombinant STEP, OMFP fluorogenic substrate, fluorescence; 360,000 tested, 0.25% active;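 active = inhibition at 20 µM, scaled per plate between control wells, above about 37%, limit read from the data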;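 note: 0% = DMSO with enzyme and substrate and 100% = substrate only without enzyme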
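System: STEP (striatal-enriched tyrosine phosphatase) enzyme, cell-free; medium: Bis-Tris pH 6.0 buffer with DTT, detergent; dosing: 20 µM, 1% DMSO; times: reaction 20 min, ambient temperature; detection: fluorescence, 480/540 nm; read-out basis: normalized % inhibition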
Starred values were filed as active, the others as inactive; i = inactive; / = no result given.

SMILES	LMPTP inh	Scp-1 inhibitor	Rpn11 inh	DNMT1 inh	NadD block	MT1-MMP act inh	SKN-1 inh	CendR NRP1 mod	SUMO1-SIM PPI	STEP inh
OCC[C@H]1C[C@@H](O)[C@H](O)[C@]2(CCCCO2)O1	-1.3	2	i	11	3	0	6	9	3	0
O=C(ON=C1CCN(c2ccc([N+](=O)[O-])cc2)CC1)c1ccccc1	1.3	-7	i	-7	1	10	13	2	-25	7
CN(C)N1C(N)=C(C#N)C(c2cccc3ccccc23)C2=C1CC(c1ccccc1)CC2=O (stereo not drawn)	1.8	3	i	-6	14	-19	16	-1	-8	-2
Cc1nnc(SCC(=O)Nc2ccc(Br)cc2)n(N)c1=O	-0.2	-1	i	1	-2	5	0	-11	0	0
O=C(COc1ccc2ccccc2c1)Nc1nc2ccccc2[nH]1	1.4	4	i	-8	-1	-1	-2	8	-1	0
Cc1cc(CSc2ccccc2)ccc1NC(=O)c1ccc(Br)cc1	-0.7	1	i	21	0	2	3	5	1	-2
CCCOc1cccc(-c2cc(C(=O)N/N=C/c3ccccn3)c3ccccc3n2)c1	2.2	-5	i	-4	20	8	-2	-14	-6	-3
Cc1oc(/C=N/NC(=O)CN(c2ccccc2Cl)S(C)(=O)=O)cc1Br	0.1	-5	i	2	-6	1	4	-6	-9	0
COc1ccc(-n2nc(C(=O)NCC(=O)O)c3ccccc3c2=O)cc1	-1.0	-11	i	-1	-3	4	7	15	-10	1
O=C(NN=C(Cc1ccccc1)Cc1ccccc1)c1ccccc1F	-0.2	-14	i	-1	-6	5	-5	-7	3	-2
CC(C)OC(=O)c1nnn(-c2nonc2N)c1CN1CCCCCC1	-2.4	-3	i	-4	0	2	7	16	-3	0
Nc1ccc(-c2ccc(N)cc2C(F)(F)F)c(C(F)(F)F)c1	1.0	-10	i	-10	5	1	24	-11	-3	-4
COc1cccc2cc(C(=O)N3CCN(C(=O)c4ccccc4)CC3)c(=O)oc12	-0.5	7	i	2	3	8	3	6	-9	-1
COc1ccc(-c2nc3c4ccccc4ccn3c2CN2CCCCC2)cc1OC	-1.8	-6	i	-1	-2	-3	-4	-4	10	0
O=C(CN1C2=NCCCN2c2ccccc21)c1cccs1	1.5	6	i	2	-3	1	-34	3	0	-6
COc1ccccc1N(C(=O)Cn1nnc2ccccc21)C(C(=O)NCc1ccco1)c1ccc(C)o1 (stereo not drawn)	0.2	7	i	-1	-2	-1	6	-3	-2	0
CO/N=C/c1ccc(N2CCN(C(=O)c3cccc(Cl)c3)CC2)c([N+](=O)[O-])c1	2.5	-10	i	-5	-1	4	3	-12	-20	1
C=CCn1c(SCC(=O)Nc2ccc(Cl)cn2)nnc1C1CC1	0.0	-2	i	1	-2	-1	10	5	-1	0
COc1ccc(NC(=O)C2(c3ccccc3)CCCC2)cc1	-0.2	-6	i	-1	-4	0	-16	5	0	-1
Cc1cc(C(=O)NC2CCCc3ccccc32)no1 (stereo not drawn)	2.1	-9	i	1	-2	-7	6	6	-3	-5
NCCCC[C@H]1CNC(=S)N1CC1(c2ccccc2)CC1	-3.5	-5	i	4	-2	2	15	11	-2	-1
CC1(C)CC(NC(=O)Cc2ccc(Cl)cc2)CC(C)(C)N1	0.1	8	i	1	-4	-4	3	10	-1	-1
COc1ccccc1-c1nnc(NC(=O)c2ccccc2F)o1	-1.3	-16	i	6	5	4	1	5	3	0
COC(=O)c1cc(=O)n(CCc2ccccc2)c(=Nc2ccc(F)cc2)s1	1.1	-19	i	-6	-1	-1	0	-12	-5	2
CCOC(=O)C(C)c1nc2ccccc2[nH]c1=O (stereo not drawn)	-0.5	-1	i	0	-3	1	-1	6	2	1
Following part
SMILES	LMPTP inh	Scp-1 inhibitor	Rpn11 inh	DNMT1 inh	NadD block	MT1-MMP act inh	SKN-1 inh	CendR NRP1 mod	SUMO1-SIM PPI	STEP inh
CC(C)C[C@H]1CN(CCCC[C@@H]2CNC(=O)C(=O)N2CCc2ccccc2)C(=O)C(=O)N1Cc1ccccc1	0.1	/	/	/	15	1	11	5	2	/
CC[n+]1oc(-c2ccccc2)cc1C	-0.5	-7	i	5	-1	10	-18	14	3	0
COc1ccc(C/C(C)=N/NC(=S)Nc2ccccc2)cc1	-1.9	-5	i	-6	4	1	-5	9	-2	-1
COc1cc(NC(=O)C2CC(c3c(F)cccc3Cl)=NO2)c(OC)cc1Cl (stereo not drawn)	4.2	-14	i	-2	-11	-1	3	3	-5	2
CCS(=O)(=O)N1Cc2ccccc2CC1C(=O)Nc1ccc(OC)c(OC)c1 (stereo not drawn)	0.2	3	i	-10	-13	-2	17	20	1	-3
CCNC(=O)CN(c1ccccc1)S(=O)(=O)c1ccc(Cl)cc1	-2.3	-8	i	3	-6	-2	-20	2	-1	-1
Cc1cccn2c(=O)c3cc(C(=O)NC(C)c4ccccc4)c(=N)n(CCCn4ccnc4)c3nc12 (stereo not drawn)	9.7	-1	i	13	1	6	-8	-17	-9	4
Cc1cc(Cl)ccc1OC(C)C(=O)NC(C)C1CCCO1 (stereo not drawn)	2.0	2	i	0	6	-3	-23	-4	-1	0
CN1C(=O)C(C)(C)c2cc(S(=O)(=O)N3CCCC(C(=O)NCc4ccc(F)cc4)C3)ccc21 (stereo not drawn)	-0.4	-19	i	-4	-1	-6	-3	-2	1	1
O/N=C(/CCc1ccccc1)C1(O)CCCCC1	-1.6	-4	i	-1	-2	2	-5	1	3	0
COc1ccc(C2=NOC(C(=O)Nc3ccc4c(c3)OCCO4)C2)cc1OC (stereo not drawn)	-1.3	-2	i	-4	0	1	-8	-9	-9	-1
O=C(CCN1C(=O)/C(=C\c2ccccc2F)SC1=S)N1CCOCC1	-1.8	/	i	5	2	/	-2	-11	-24	-4
CC(C)Cn1c(=S)[nH]c2cc(Cl)ccc21	-1.2	4	i	-3	-2	-3	-1	-7	-1	19
CCCCN1C(=O)C2ON(c3ccccc3C)C(c3ccco3)C2C1=O (stereo not drawn)	1.7	-5	i	3	-2	-2	9	-2	1	-2
CCn1c(CNC(=O)c2cccc(C)c2)nnc1SCC(=O)NC1CCCCC1C (stereo not drawn)	0.5	3	i	-1	-1	2	14	-1	0	-3
COC(=O)c1cc(Br)c(=O)n(CCc2ccccc2)c1	-0.2	0	i	0	-3	2	10	3	2	1
COc1ccccc1NC(=O)c1ccc(COc2ccccc2OC)cc1	2.1	-14	i	-2	-7	-1	-8	2	5	2
COC(=O)c1ccccc1NC(=O)c1cc2ncc(Br)cn2n1	5.4	40	i	68*	1	4	3	10	1	7
COc1ccc(OCc2cc(C(=O)NC3Cc4ccccc4C3)no2)c(Cl)c1	0.5	-4	i	-4	-2	-5	-2	8	3	1
CCC(C)N(C(=O)c1csnn1)C(C(=O)NC(C)(C)C)c1ccccc1 (stereo not drawn)	0.2	-5	i	-3	2	-11	-1	1	-4	-1
CC(C)(C)C(=O)c1c(N)[nH]c(C(=O)c2ccccc2)c1-c1cc2ccccc2nc1Cl	-2.1	/	/	/	8	-1	-3	4	-2	/
CC(=O)N1CCN(C(=O)c2cc(=O)c3ccccc3o2)CC1	-0.5	-4	i	2	-8	-2	11	-6	-4	2
Cc1cccc(NC(=O)CN(C)S(=O)(=O)c2ccc3c(c2)n(C)c(=O)c(=O)n3C)c1C	-0.4	-6	i	1	5	-2	23	-23	-4	-3
c1ccc(N2CCN(Cc3ccc4c(c3)OCO4)CC2)nc1	-1.7	9	i	-1	-8	1	-11	-5	5	0
Cc1cccc(C(=O)N2CCCCCC2)c1	-1.1	-3	i	1	-3	6	4	9	-2	0

Ordered by molecular weight (low to high): part of the list above
SMILES	LMPTP inh	Scp-1 inhibitor	Rpn11 inh	DNMT1 inh	NadD block	MT1-MMP act inh	SKN-1 inh	CendR NRP1 mod	SUMO1-SIM PPI	STEP inh
Cc1cccc(C(=O)N2CCCCCC2)c1	-1.1	-3	i	1	-3	6	4	9	-2	0
Cc1cc(C(=O)NC2CCCc3ccccc32)no1 (stereo not drawn)	2.1	-9	i	1	-2	-7	6	6	-3	-5
O=C(CN1C2=NCCCN2c2ccccc21)c1cccs1	1.5	6	i	2	-3	1	-34	3	0	-6
CC(=O)N1CCN(C(=O)c2cc(=O)c3ccccc3o2)CC1	-0.5	-4	i	2	-8	-2	11	-6	-4	2
O=C(ON=C1CCN(c2ccc([N+](=O)[O-])cc2)CC1)c1ccccc1	1.3	-7	i	-7	1	10	13	2	-25	7
Cc1cccc(NC(=O)CN(C)S(=O)(=O)c2ccc3c(c2)n(C)c(=O)c(=O)n3C)c1C	-0.4	-6	i	1	5	-2	23	-23	-4	-3

New compounds follow.
SMILES	LMPTP inh	Scp-1 inhibitor	Rpn11 inh	DNMT1 inh	NadD block	MT1-MMP act inh	SKN-1 inh	CendR NRP1 mod	SUMO1-SIM PPI	STEP inh
COc1cccc(/C=N/NC(=O)C(=O)NCc2cccnc2)c1	-0.7	-4	i	1	3	1	5	4	-5	-3
CCOc1ccc(C(=O)CN2C(=O)NC3(CCCc4ccccc43)C2=O)cc1 (stereo not drawn)	-0.5	/	i	-6	-6	5	9	7	1	1
CC(C)c1ccc(NC(=O)[C@@H]2CCC(=O)N2C2OC(=O)c3ccccc32)cc1 (stereo partly drawn)	-0.2	4	i	-4	0	4	9	5	1	3
Cc1nc2ccccc2nc1N1CCCCC1	-3.1	-5	i	-1	-5	3	1	-3	-2	-9
Cc1cc(C(=O)NC2CC(C)(C)Cc3c2cnn3-c2ccccc2C)c(C)o1 (stereo not drawn)	0.6	-6	i	-4	-1	-2	-5	2	-2	-1
O=C(O)c1cc(N=Nc2c(O)[nH]c3ccc([N+](=O)[O-])cc23)ccc1Cl	-0.4	8	i	8	-3	0	1	-22	0	2
COc1ccccc1CCNCc1ccc(OC)c(OCc2ccccc2)c1	-0.2	5	i	1	-3	-1	4	7	0	-4
CCOc1cc(C(=O)OCC(=O)N(C)c2ccccc2)cc(OCC)c1OCC	0.8	-5	i	5	-5	1	-4	-1	0	1
O=[N+]([O-])c1ccc(-n2nncc2-c2ccccc2)cc1	0.1	2	i	-2	2	5	-2	4	-30	2
CCc1nnc(NC(=O)CSc2nc(C3CCCCC3)nc3ccccc23)s1	-0.6	-7	i	-1	-4	-1	16	1	32	-2
COC(=O)c1ccc(CSc2nnc(N)s2)o1	-1.4	-3	i	3	0	7	-16	3	3	-1
CCN=C1SC(C(=O)Nc2cc(Cl)cc(Cl)c2)CC(=O)N1CC (stereo not drawn)	0.2	-6	i	5	0	-1	-4	-3	4	1
Cc1cc(C)nc(NC(=NCCc2c[nH]c3ccccc23)NC(=O)Nc2cccc([N+](=O)[O-])c2)n1	2.7	1	i	6	49*	8	4	8	3	3
COc1cc2cc(CN(CCc3cccc(C)c3)C(=S)NCCCN3CCOCC3)c(=O)[nH]c2cc1OC	-0.9	1	i	2	-6	-1	-10	4	2	5
